BRCA1 expr act – qHTS Assay to Identify Small Molecule Activators of BRCA1 Expression. AID 624202, 2012. 380,000 compounds, 1.1% hits. Potency, µM (titrated, usually from 46.1 µM), inactives show at the top dose activation, actives largely listed as activators. MCF7-BRCA1-FFLuc reporter, luminescence, 48 h; response scale: scaled: vehicle 0%, 10 µM genistein 100%; active = well fitted activation curve with a large enough effect; inconclusive = small, poorly fitted or top-dose-only effect; inactive = no such curve, though single readings can be large or run the other way; note: nearly all actives have a fitted effect of over 80% in size; some results filed as inactive show a strong effect at the top dose
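Using MCF7 cells harboring a BRCA1 firefly luciferase reporter, plated 2 h before compound pinning, the screen measured luminescence after 48 h incubation. Responses were normalized to DMSO and 10 microM genistein, then fitted for concentration-effect.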
* = called active by the depositor. Potency is the fitted concentration of half-maximal effect.

How did O=C(CCNC(=O)N1CC(=O)Nc2ccccc21)NCc1cccc(C(F)(F)F)c1 do in these assays?
BRCA1 expr act: -14%

What do the screens show for `COc1ccccc1N1CCN(S(=O)(=O)c2ccc([N+](=O)[O-])cc2)CC1`?
BRCA1 expr act: -22%

Results for O=C(c1cccs1)N1C[C@@H](O)[C@H](n2cc(C3CC3)nn2)C[C@@H]1c1ccc(Cl)cc1 ?
BRCA1 expr act: -18%

Results for COc1cccc(CNc2nc(NCc3ccccc3)nc3ccsc23)c1 ?
BRCA1 expr act: -36%

What do the screens show for `Cc1ccc([C@@H]2C[C@H]3[C@@H](CN2S(=O)(=O)c2ccc(Cl)cc2)C(=O)C[C@@H](c2ccc(Cl)cc2)N3S(=O)(=O)c2ccccc2C)cc1`?
BRCA1 expr act: 2%

Results for CN(Cc1ccccc1)c1ccc(/C=C/c2ccnc3ccccc23)cc1 ?
BRCA1 expr act: -22%

What do the screens show for `CCOC(=O)[C@]12CCC=C1N(Cc1ccco1)C(=O)[C@H](CC(=O)NCc1cccs1)C2`?
BRCA1 expr act: 12%

How did O=C(Nc1ccccc1)c1cc(C2CCCN(C(=O)c3ccc4c(c3)CCO4)C2)on1 (centres undefined) do in these assays?
BRCA1 expr act: 6%

Results for Oc1ccc(C[C@@H](CN2CCCC2CN2C(=S)NC[C@@H]2Cc2ccccc2)N2C[C@H](Cc3ccccc3)N(CC3CCCCCC3)C2=S)cc1 (some centres undefined) ?
BRCA1 expr act: -11%

Results for CCOC(=O)C1=C[C@@H](C2CCCCC2)N(S(=O)(=O)c2ccc([N+](=O)[O-])cc2)[C@H]1c1ccccc1 ?
BRCA1 expr act: -33%

What do the screens show for `COCCNC(=O)C1(C)CCN(C(=O)c2oc3ccccc3c2C)C1` (centres undefined)?
BRCA1 expr act: 13%

How did CC1(Oc2ccccc2)CCN(Cc2csc3ccccc23)C1 (centres undefined) do in these assays?
BRCA1 expr act: -10%

What do the screens show for `CC1(C(=O)NS(=O)(=O)c2ccccc2)CCN1C(=O)CC1CCCC1` (centres undefined)?
BRCA1 expr act: 0%

What do the screens show for `CCNC(=O)C1(C)CCN(C(=O)c2ccc(C#N)cc2)C1` (centres undefined)?
BRCA1 expr act: 0%

Results for O=C(O)c1cccc(NC(=O)c2ccccc2NC(=O)c2cccs2)c1 ?
BRCA1 expr act: 2%

What do the screens show for `COC(=O)[C@]12CCCCC=C1N(Cc1ccco1)C(=O)[C@H](CC(=O)N1CCN(C(=O)c3ccco3)CC1)C2`?
BRCA1 expr act: 4%

Results for Cc1ccc(C(O)c2ncc(-c3ccccc3)[nH]2)c(C)c1 (centres undefined) ?
BRCA1 expr act: 3%

Results for CC1=C(C(=O)N(C(C)C)C(C)C)CC(CC(=O)NCCCCc2ccccc2)C(=O)N1Cc1ccc(F)cc1 (centres undefined) ?
BRCA1 expr act: -34%

How did Cc1ccc(C(NC(=O)C2CCN(CCOc3ccccc3)CC2)c2ccccn2)cc1 (centres undefined) do in these assays?
BRCA1 expr act: 4%

Results for O=c1[nH]c2ccccc2n1C1CCN(CCOc2ccccc2)CC1 ?
BRCA1 expr act: -29%

What do the screens show for `CC1(C(=O)NCc2cccc(Cl)c2)Cc2c(-c3ccc4c(c3)OCO4)ccnc2O1` (centres undefined)?
BRCA1 expr act: -35%

How did COc1cccc(-c2cnc(C(O)c3c(C)ccc4ccccc34)[nH]2)c1 (centres undefined) do in these assays?
BRCA1 expr act: 4%

How did CC(C)CNC(=O)c1ccc(-c2ccc(F)c(F)c2)c2ccoc12 do in these assays?
BRCA1 expr act: 23%

What do the screens show for `COC(=O)[C@H]1C[C@H](OC(=O)Nc2c(C)noc2C)[C@@]2(O)CN(S(=O)(=O)c3ccc(C)cc3)CC2[C@H]1C(=O)OC` (some centres undefined)?
BRCA1 expr act: 4%

Results for COCCNC(=O)C1CCCN(Cc2ccc(C#N)cc2)CC1 (centres undefined) ?
BRCA1 expr act: -18%

Results for Cc1cn([C@H]2C[C@H](O)[C@@H](CNCc3ccccc3OCCCN3CCOCC3)O2)c(=O)[nH]c1=O ?
BRCA1 expr act: 1%

Results for O=C(COC(=O)CN1C(=O)C2CC=CCC2C1=O)Nc1cccc([N+](=O)[O-])c1 (centres undefined) ?
BRCA1 expr act: -5%

What do the screens show for `C[C@H](O)[C@@H]1C(=O)N2CCc3c([nH]c4ccccc34)[C@@H]2C[C@@H]1N(C)C(=O)c1cc(Cl)cc(Cl)c1`?
BRCA1 expr act: -13%

How did CC(NC(=O)CN1c2cccc3cccc(c23)S1(=O)=O)c1ccccc1 (centres undefined) do in these assays?
BRCA1 expr act: -13%

Results for COc1ccc(NC(=O)C[C@H]2C(=O)N(Cc3ccccc3)C[C@@H]2c2ccc(OC)cc2)cc1 ?
BRCA1 expr act: 2%

Results for CCOC(=O)N1CCN(C(=O)C[C@@H]2C[C@@]3(C(=O)OCC)CCC=C3N(Cc3ccc4c(c3)OCO4)C2=O)CC1 ?
BRCA1 expr act: 11%

How did CCCCCCCCN1C(=O)[C@H](CC(=O)NCc2cccc(C(F)(F)F)c2)C[C@@]2(C(=O)OC)CCCCC=C12 do in these assays?
BRCA1 expr act: -10%

What do the screens show for `C=C1C=C(C(F)F)n2ncc(C(=O)NCc3ccccc3)c2N1`?
BRCA1 expr act: -4%

Results for CCCS(=O)(=O)NC(=O)C1(C)CCCN(C(=O)c2ccc(C(=O)OC)cc2)C1 (centres undefined) ?
BRCA1 expr act: -10%

Results for COc1cc2c(cc1OC)CN(C(=O)CSC1=NCCS1)CC2 ?
BRCA1 expr act: -19%

Results for CNC(=O)C[C@H]1C(=O)N(CCc2ccccc2)C[C@@H]1CSC ?
BRCA1 expr act: 7%

How did Cc1nc2c(N)nn(C)c2nc1C do in these assays?
BRCA1 expr act: -1%

What do the screens show for `CC(C)(C)c1ccc2cccc(F)c2n1`?
BRCA1 expr act: 4%

Results for O=S1(=O)N[C@H](Cc2ccccc2)COc2cc(N3CCN(Cc4ccccc4F)CC3)ccc21 ?
BRCA1 expr act: 23%

How did O=C(Nc1nnc([C@H]2C[C@H](O)[C@@H](CO)O2)s1)c1cccc(Cl)c1 do in these assays?
BRCA1 expr act: 10%

Results for COc1ccc(CN2C(=O)C(CC(=O)NCCN3CCOCC3)CC(C(=O)N3CCCCCC3)=C2C)cc1 (centres undefined) ?
BRCA1 expr act: 0%

How did COc1ccccc1OCC(=O)N/N=C(\C)c1ccc2ccccc2c1 do in these assays?
BRCA1 expr act: -14%

What do the screens show for `c1ccc2c(c1)nnn2-c1ccncc1`?
BRCA1 expr act: 30%

How did O=C(CNC(=O)c1ccccc1)OC(C(=O)O)c1ccc(F)cc1 (centres undefined) do in these assays?
BRCA1 expr act: -3%

How did CC(C)C[C@H]1CNC(=O)C(=O)N1C[C@@H]1CCCN1C[C@H](Cc1ccccc1)N1C[C@H](CC(C)C)N(CCc2ccccc2)C(=O)C1=O do in these assays?
BRCA1 expr act: -10%

What do the screens show for `COc1cccc(CN2CCN(C(=O)[C@H]3O[C@@H](n4cnc5c(N)ncnc54)[C@H](O)[C@@H]3O)CC2=O)c1`?
BRCA1 expr act: 0%

How did C[C@H]1CN([C@@H](C)CO)C(=O)c2cc(Br)cnc2O[C@H]1CN(C)C(=O)c1cnccn1 do in these assays?
BRCA1 expr act: 2%

How did COc1ccc(S(=O)(=O)NC(=O)C2(C)CCN2C(=O)C2(c3ccc(Cl)cc3)CCC2)cc1 (centres undefined) do in these assays?
BRCA1 expr act: 1%

Results for COc1cc(OC)c(OC)cc1/C=C/c1cc[n+](C)c2ccccc12 ?
BRCA1 expr act: -39%

How did CC1=C(C(=O)N(C)C)CC(CC(=O)NCc2ccco2)C(=O)N1CCC1=CCCCC1 (centres undefined) do in these assays?
BRCA1 expr act: 3%

Results for C[C@@H]1CN([C@@H](C)CO)C(=O)c2c(c3ccccc3n2C)-c2ccccc2CO[C@H]1CN(C)S(=O)(=O)c1ccc(C(F)(F)F)cc1 ?
BRCA1 expr act: -3%

How did CN(C)CCN1CCN(C2CN(Cc3ccc(F)cc3)S(=O)(=O)C2)CC1 (centres undefined) do in these assays?
BRCA1 expr act: 7%

Results for COc1ccc([C@@H]2CC(=O)[C@@H]3CN(S(=O)(=O)c4ccc(C)cc4)[C@H](c4ccccc4)C[C@@H]3N2S(=O)(=O)c2ccccc2)cc1 ?
BRCA1 expr act: 4%

What do the screens show for `CCCN(C)C[C@H]1OCc2cnnn2CCCC(=O)N([C@H](C)CO)C[C@@H]1C`?
BRCA1 expr act: 0%

Results for C(=C\c1ccccc1)/CN1CCN(C(c2ccnc3ccccc23)c2nnnn2-c2ccc3c(c2)OCCO3)CC1 (centres undefined) ?
BRCA1 expr act: -6%

What do the screens show for `Cc1cc(Oc2ccc(Cl)cc2Cl)nc(C#N)n1`?
BRCA1 expr act: -10%

What do the screens show for `COc1ccccc1CNc1nc(NCC2CC2)nc2ccsc12`?
BRCA1 expr act: -35%

Results for O=C(NC(Sc1ccc(Cl)cc1)C(=O)O)c1ccccc1 (centres undefined) ?
BRCA1 expr act: 1%

Results for CC(C)(C)c1ccc(C(=O)N2CCC2(C)C(=O)NCc2ccc3c(c2)OCO3)cc1 (centres undefined) ?
BRCA1 expr act: 0%

How did C[C@H](CO)N1C[C@H](C)[C@H](CN(C)S(C)(=O)=O)OCc2cnnn2CCCC1=O do in these assays?
BRCA1 expr act: -1%

How did CO[C@H](C(=O)N(C)C[C@@H]1OCc2ccccc2-c2c(n(C)c3ccccc23)C(=O)N([C@H](C)CO)C[C@@H]1C)c1ccccc1 do in these assays?
BRCA1 expr act: 5%

Results for COc1ccc([C@H]2C[C@@H](O)[C@H](n3cc(-c4ccc(F)cc4)nn3)CN2C(=O)C2CCCCC2)cc1 ?
BRCA1 expr act: -11%

Results for CC1(C(=O)Nc2cccc(Oc3ccccc3)c2)CCN1Cc1cccc2c1OCO2 (centres undefined) ?
BRCA1 expr act: -36%

What do the screens show for `CC1CCCCC12NC(=O)N(CC(=O)NCc1cccs1)C2=O` (centres undefined)?
BRCA1 expr act: -1%

Results for CN(NS(=O)(=O)c1ccc([N+](=O)[O-])cc1)c1ccccc1 ?
BRCA1 expr act: 1%

Results for CCNc1ccc(/C=C2\C=Cc3ccccc32)cc1 ?
BRCA1 expr act: inconclusive

How did O=C(NC(c1ccc(Cl)cc1)c1cnccn1)C1CCN(CCCc2ccccc2)CC1 (centres undefined) do in these assays?
BRCA1 expr act: 8%

Results for COc1cc(C=CC(=O)c2ccccc2)cc(OC)c1OC ?
BRCA1 expr act: -60%

How did c1ccc2c(-c3cc(NCc4ccncc4)n4nccc4n3)cccc2c1 do in these assays?
BRCA1 expr act: 1%

How did COc1ccc(-c2coc3c(C(=O)NCc4ccc(F)c(F)c4)cccc23)c(C)c1 do in these assays?
BRCA1 expr act: -39%

What do the screens show for `CCCCN(C)C(=O)c1ccc(Nc2nc(C(N)Cc3ccccc3)cs2)nc1` (centres undefined)?
BRCA1 expr act: -48%

Results for C(=Nc1cccnc1)c1ccnc2ccccc12 ?
BRCA1 expr act: 11%

Results for CCCN(CCC)Cc1cc(=O)oc2cc(C)ccc12 ?
BRCA1 expr act: -8%

How did CC(=O)NC(C)(c1ccccc1)c1nc(-c2cncnc2)cs1 (centres undefined) do in these assays?
BRCA1 expr act: 0%

How did CCCC(=O)N1CCC1(C)C(=O)NS(=O)(=O)c1cc2c(cc1C)CCCS2(=O)=O (centres undefined) do in these assays?
BRCA1 expr act: -4%

How did COc1cccc(C(C)(O)c2nc(-c3ccc(F)c(Cl)c3)cs2)c1 (centres undefined) do in these assays?
BRCA1 expr act: -4%

How did CCc1nc2c(OCc3ccc(C(=O)N(C)C)cc3)cccn2c1N(C)C(=O)Nc1ccccc1OC do in these assays?
BRCA1 expr act: -9%

Results for CCOC(=O)[C@]12CCC=C1N(Cc1ccccc1)C(=O)[C@H](CC(=O)NCc1ccc(OC)c(OC)c1)C2 ?
BRCA1 expr act: -4%

Screens as filed in PubChem.

Only part of the results is shown (hit frequency here may not be typical).
